RMI-FANCM inh: inhibitors of human RMI core complex binding to FANCM MM2 | Fluorescence polarization, RMI core complex with F-MM2 peptide; active compounds read low | FP signal (polarization) at 33 µM | 70,000 compounds, 0.58% hits; in the data active = FP signal below about 40; note: inactives centre near 61; strong numbers were not always called active; unit not given here
Active calls of the source: *; & = joins results of further samples. This is a subset; count on the stated rates, not on these rows.

RMI-FANCM inh	structure
57	CN1C(=O)Cc2cc(NS(C)(=O)=O)ccc21
54	Cn1c(SCC(=O)N/N=C\c2cccnc2)nnc1-c1ccncc1
59&56	O=S(=O)(Nc1ccccn1)c1ccc2c(c1)Cc1cc(S(=O)(=O)Nc3ccccn3)ccc1-2
56	Cn1cc(C(=O)O/N=C(/N)c2ccc(C(C)(C)C)cc2)c(C(F)(F)F)n1
62	Cc1cc(=O)n2c(-c3ccc(NC(=O)NCc4ccccc4)cc3)csc2n1
77	COc1ccc(CCS(=O)(=O)NCC2CCN(Cc3ccccc3)CC2)cc1
63	COC(=O)c1ccc(CSc2nnc(-c3ccccc3)c3sc(C)nc23)o1
68	O=C(NCCn1ncc2c(N3CCN(Cc4ccccc4)CC3)ncnc21)c1cccs1
52	Cc1ccc(Nc2nc(N3CCOCC3)nc(N3CCN(c4ccccc4)CC3)n2)cc1
63&52	COc1cc2nc(SCC(=O)Nc3ccc(F)c(Cl)c3)n(-c3ccccc3)c(=O)c2cc1OC

Individual results from above:
Cn1cc(C(=O)O/N=C(/N)c2ccc(C(C)(C)C)cc2)c(C(F)(F)F)n1 in RMI-FANCM inh is listed with 56
Cn1c(SCC(=O)N/N=C\c2cccnc2)nnc1-c1ccncc1 in RMI-FANCM inh is listed with 54

(next part)
RMI-FANCM inh	structure
100	CC(=O)c1cccc(NC(=O)Cn2nc(-c3ccco3)c3sc(N4CCCC4)nc3c2=O)c1
113	COc1ccccc1CNC(=O)CCn1cnc2c([nH]c3ccc(Br)cc32)c1=O
49	O=C(Cc1cc(=O)[nH]c(=O)[nH]1)NCc1ccc(Cl)cc1
72	Cc1sc2nc(C)n(N)c(=O)c2c1-c1ccc(Cl)cc1
53	COc1ccccc1N1CCN(C(=O)c2nn(-c3ccccc3C)c(=O)cc2OC)CC1
60	Cc1ccc(C)c(Cn2cnc3cc(C)c(C)cc32)c1
54	Cc1ccc(NS(=O)(=O)c2ccc3ccccc3c2)cc1N1CCCCC1=O
101	Cc1nc2ccc(NC(=O)c3cccc(F)c3)cc2c(=O)n1-c1ccc(Cl)cc1
70	CSc1nsc(N)n1
60	COc1ccc(C(=O)NNC(=O)CSCc2cccc3ccccc23)cc1
55	CSc1cccc2sc(NC(=O)C3CC3)nc12
63	O=C(CCCNS(=O)(=O)c1ccc(Cl)cc1)N1CCN(c2ccccn2)CC1
64	CS(=O)(=O)N1CCC(C(=O)Nc2nc3ccc(S(N)(=O)=O)cc3s2)CC1
66	CC(C)CCNC(=O)Cc1csc(Nc2cccc(Cl)c2)n1
61	Cc1ccc(Cl)cc1-n1ncc2c1ncn1c(-c3cccnc3)nnc21
64	O=C(Cc1ccc(F)cc1)Nc1ccc(-c2nc3ccccc3[nH]2)cc1
90	CCS(=O)(=O)c1ccc(-c2ccc(NC(=O)Cc3ccc(F)cc3)cc2)nn1
65	CC(C)N1CCc2c(sc(NC(=O)CCSc3ccc(F)cc3)c2C(N)=O)C1
58	Cc1nc2c(-c3ccccc3)c[nH]n2c(=O)c1C
68	Cc1ccc(N2CC(c3nc(-c4ccc(Cl)cc4)no3)CC2=O)cc1 (stereo not given)
67	COc1ccc(CCNC(=O)CCn2c(=S)[nH]c3cc4c(cc3c2=O)OCO4)cc1OC
58	COCC(=O)N1CCN(Cc2nc3ccccc3[nH]2)CC1
72	CN(C)c1ccc(CCNC(=O)c2ccc(F)c(F)c2)cc1
71	CN(C)c1ccc(CCNS(=O)(=O)c2ccc3c(c2)CCCC3)cc1
46	NNC(=O)CNc1cccc([N+](=O)[O-])c1
65	Cc1ccc(NC(=O)CSc2ccc(-c3cccnc3)nn2)cc1Cl
61	CC1=C(C)CC2C(=O)C(c3ccc(C(C)C)cc3)=CC(=O)C2C1 (stereo not given)
71	CN(C)c1ccc(CCNS(=O)(=O)c2ccc(Cl)cc2)cc1
50	N#C/C(=C1/SC=C(c2ccccc2)N1c1ccccc1)c1nc2ccccc2[nH]1
51	COC(=O)c1cnc(Nc2cccc(C(F)(F)F)c2)c([N+](=O)[O-])c1
74	CNCCCCOc1ccccc1Cc1ccccc1
56	COc1ccc(-c2cc(=O)c3c(O)cc(O)cc3o2)cc1-c1c(O)cc(O)c2c(=O)cc(-c3ccc(O)cc3)oc12
56	Cc1cccc(CC(=O)c2c[nH]c3ccccc23)c1
83	COc1ccc(-c2c[n+](CC(=O)c3ccc(Cl)cc3)c3n2CCCCC3)cc1
66	CC(=O)Nc1ccc(OCC(O)CN(c2ccc(C)cc2)S(C)(=O)=O)cc1 (stereo not given)
63	O=C(Nc1ccc2c(c1)C(=O)NC2=O)c1cccc(Oc2ccccc2)c1
39	CCCCCCCCCCCCCCCC(=O)NCC(COP(=O)([O-])OCC[N+](C)(C)C)OCC (stereo not given)
42	O=S(=O)(O)c1cc(I)c(O)c2ncccc12
66	O=C(Cn1c(-c2cccnc2)nc2ccccc21)Nc1cccc(F)c1
60	COc1ccc(C(=S)N2CCN(C(=O)c3cccs3)CC2)cc1

Four entries from above, as labelled records.
COc1ccc(-c2cc(=O)c3c(O)cc(O)cc3o2)cc1-c1c(O)cc(O)c2c(=O)cc(-c3ccc(O)cc3)oc12
  RMI-FANCM inh: 56
Cc1cccc(CC(=O)c2c[nH]c3ccccc23)c1
  RMI-FANCM inh: 56
COc1ccc(-c2c[n+](CC(=O)c3ccc(Cl)cc3)c3n2CCCCC3)cc1
  RMI-FANCM inh: 83
CC(=O)Nc1ccc(OCC(O)CN(c2ccc(C)cc2)S(C)(=O)=O)cc1 (stereo not given)
  RMI-FANCM inh: 66

Following part:
RMI-FANCM inh	structure
66	CC(C)C(=O)NCCc1ccc2c(c1)CCCN2C
72	COc1ccc(S(=O)(=O)NCCc2ccc(N(C)C)cc2)cc1Cl
58	CCOC(=O)c1sc2nnc(-c3ccccc3)c(-c3ccccc3)c2c1N
56	O=C(CN1CCC(C(=O)N2CCN(c3ccccc3F)CC2)CC1)Nc1ccc(F)cc1
65	O=C(NCCCn1nc(-c2ccncc2)ccc1=O)Nc1ccc(C(F)(F)F)cc1
62	COCCNC(=O)c1ccc(=O)n(Cc2cccc(F)c2)n1
61	COc1ccc(-c2ccc(N3CCC(C(=O)Nc4ccccc4C(N)=O)CC3)nn2)cc1
53	O=S(=O)(NCC1COc2ccccc2O1)c1ccc2c(c1)CCO2 (stereo not given)
71	COc1cc2ccccc2cc1C(=O)Nc1nnc(-c2cc(C)n(C)n2)o1
63	Cc1ccc(Cn2cc(C(=O)NNC(=O)NCc3ccccc3)ccc2=O)cc1
61	O=C(NCCN1CCOCC1)c1sc2cc(F)ccc2c1Cl
63	C=CCn1c(=O)c2c(nc3n(C4CCCC4)c(C)cn23)n(C)c1=O
68	NC1=[N+](CC(=O)c2ccccc2)Cc2ccccc21
68	Oc1c(CN2CCCCC2)ccc2cccnc12
69	CCn1nccc1C(=O)Nc1ccc2c(c1)OCCO2
50&62	Nc1nc2[nH]c(=O)cnc2c(=O)[nH]1
59	CCOC(=O)c1sc(=S)n(Cc2ccco2)c1C
54	CCOC(=O)Cc1cc(=O)n2[nH]c(-c3ccccc3)cc2n1
62	Cc1[nH]c(=O)[nH]c(=O)c1CCc1nnc(SCC(=O)Nc2cccc(Cl)c2C)o1
58	CC1CCCCN1S(=O)(=O)c1ccc(C(=O)Nc2nc(-c3ccc(F)cc3)cs2)cc1 (stereo not given)
60	Cc1nc2ccc(NC(=O)COc3ccc4c(c3)OCO4)cc2c(=O)n1-c1ccc(F)cc1
58	Cc1cccc(Cn2c(CN3CCN(c4ccccc4F)CC3)nc3c2c(=O)[nH]c(=O)n3C)c1
68	O=S(=O)(c1ccc(Oc2ccccc2Cl)cc1)N1CCOCC1
52	Cc1c(/C=C(\C#N)S(=O)(=O)C(C)(C)C)sc2ccccc12
58	CCOC(=O)c1sc(Sc2ccc(C(F)(F)F)cc2[N+](=O)[O-])nc1C
68	Cc1ccc(C)c(S(=O)(=O)NCC(=O)NCCc2ccccc2)c1
55	O=C(NC(=S)NNC(=O)c1cccs1)c1ccccc1
60	O=C(NCc1ccco1)N(c1ccccc1)c1ccccc1
66	O=C1Nc2ccccc2Nc2c1cc([N+](=O)[O-])cc2[N+](=O)[O-]
61	Nc1nc(-c2cc([N+](=O)[O-])cs2)cs1

Entries above that contain a CF3 group:
RMI-FANCM inh	structure
56	Cn1cc(C(=O)O/N=C(/N)c2ccc(C(C)(C)C)cc2)c(C(F)(F)F)n1
51	COC(=O)c1cnc(Nc2cccc(C(F)(F)F)c2)c([N+](=O)[O-])c1
65	O=C(NCCCn1nc(-c2ccncc2)ccc1=O)Nc1ccc(C(F)(F)F)cc1
58	CCOC(=O)c1sc(Sc2ccc(C(F)(F)F)cc2[N+](=O)[O-])nc1C

(listing goes on)
RMI-FANCM inh	structure
59	COC(=O)NC(=C(Cl)Cl)S(=O)(=O)c1ccc(C)cc1
85	Cc1ccc(CSc2nccn3nc(-c4cccs4)cc23)cc1
63	CCOC(=O)c1ccc(NC(=O)CN2N=NC3C(=O)N(c4ccc(F)cc4)C(=O)C32)cc1 (stereo not given)
67	O=C1CCC(=O)N1c1ccc(S(=O)(=O)N2CCc3ccccc32)cc1
56	CC1SCC(NC(=O)c2ccccc2Cl)CS1 (stereo not given)
69	O=C(CCS(=O)(=O)c1ccccc1)N1CCCc2ccccc21
58	Cc1cc2ncc(C3=NNC(O)(C(F)(F)F)C3)c(C)n2n1 (stereo not given)
54	COc1ccc(NC(=O)/C(C#N)=C/N(C)C)c(OC)c1
63	Cc1ccc(Cn2cc(C(=O)NNC(=O)Nc3ccc4c(c3)OCO4)ccc2=O)cc1
69	COC(=O)c1ccc(Cn2c(-c3nnco3)cc3ccccc32)cc1
59	O=C1CCCc2c1cc(-c1ccccc1)n2-c1cccc(C(F)(F)F)c1
53	CN(C)c1ccc(-n2nnnc2SCC(=O)Nc2ccc(C(F)(F)F)cc2)cc1
78	CCc1cccc(NC(=O)Cn2c(C)nc3c(sc4cccc(F)c43)c2=O)c1
55&54	CC1CC(=O)Nc2ccccc2N1C(=O)CN1CCN(c2ccccn2)CC1 (stereo not given)
66	O=C(Nc1ccc2c(c1)N(C(=O)c1ccco1)CC2)c1cccs1
101	Cc1cc2cc(CNC(=O)c3ccc(S(=O)(=O)N4CCCCC4)cc3)ccc2n1C
50	CSC1=N/C(=C/c2ccco2)C(=O)N1
69	C=CCn1c(SCC(N)=O)nc2scc(-c3ccc(Cl)cc3)c2c1=O
55	CS(=O)(=O)c1cccc(-c2nnc(NC(=O)/C=C/c3cccs3)o2)c1
81	Cc1cc(C(=O)Nc2cccc(-c3nc4ccccc4o3)c2)no1
56	C=CCn1c(CO)nc2ccccc21
60	CCn1c(/C=N\NC(=O)Cc2ccccc2)nc2ccccc21
73	Cc1cc(S(=O)(=O)N2CCN(c3ccc(-c4ccco4)nn3)CC2)ccc1F
84	Cc1ccc(C(=O)c2ccccc2C(=O)Nc2ccc(-c3nc4cccnc4s3)cc2)cc1
64	CC(Oc1ccccc1)C(=O)N1CCN=C1SCc1c(F)cccc1Cl (stereo not given)
95	CC(C)CCn1c(SCc2nc(-c3ccccc3Br)no2)nc2ccsc2c1=O
66	O=C1NCCOc2ccc(NS(=O)(=O)C3CCCCC3)cc21
79	NC(=O)CSc1nc2cc3c(cc2c(=O)n1CCCC(=O)NCc1ccc2c(c1)OCO2)OCO3
67	COc1ccc(-c2noc(CSc3nc4ccsc4c(=O)n3C)n2)cc1OC
59	O=C(c1cnn(-c2ccc(Cl)cc2)c1C(F)(F)F)N1CCN(c2ncnc3ccsc23)CC1
67	Cc1cc(-c2nnc(NC(=O)c3ccc(SC(C)C)cc3)o2)nn1C
59	O=S(=O)(NCCOc1ccccc1)c1ccc(OC(F)(F)F)cc1
31*	Cc1ccc(NC(=O)NCCS(=O)(=O)c2c(C)n(Cc3ccccc3)c3ccccc23)cc1C
70	CCn1c(SCC(=O)Nc2ccc(OC)c(Cl)c2)nc2c(-c3ccc(C)cc3)csc2c1=O
30&47	O=c1c(O)c(-c2ccc(O)cc2O)oc2cc(O)cc(O)c12
64	CNC(=O)C1Cc2ccccc2N1C(=O)c1ccccc1SC(F)F (stereo not given)
51	O=S(=O)(Nc1ccc(O)c(Sc2nc3ccccc3s2)c1)c1cccs1
63	O=[N+]([O-])c1ccc2c(c1)NCCC2
85	COc1ccc(Cl)cc1NC(=O)CCCn1nc(-c2ccc(Cl)cc2)ccc1=O
146	O=C(Cn1cccc(-c2nc(-c3ccc(Br)cc3)no2)c1=O)Nc1ccc(F)cc1
68	C=CCN1C(=O)C(C)(C)COc2cc(NC(=O)COc3ccc(OC)cc3)ccc21
67	CCCC(=O)Nc1ccc(S(=O)(=O)Nc2ccc3c(c2)OCC(C)(C)C(=O)N3)cc1
39*	CCOc1ccc(-c2noc(CSc3nc4ccsc4c(=O)n3C3CC3)n2)cc1
42	COCc1cc(=O)n2[nH]c(-c3ccccc3)cc2n1
69	CCn1c(=NC(=O)c2ccn(C)n2)sc2cc(F)ccc21
97	COc1ccc2nc(-c3ccc(Cl)c(NC(=O)c4ccc(F)c(F)c4)c3)cn2n1
66	COc1ccc(Cl)cc1-n1c(N)c(C(=O)NC2CCCCC2)sc1=S
62	Cc1ccc(Cl)cc1NC(=O)C1CCCN1/C=C/C(=O)C(F)(F)F (stereo not given)
58	O=C(c1ccc(Br)s1)N(Cc1ccccn1)c1nc2ccccc2s1
55	O=c1[nH][nH]c(=S)n1-c1cccc(C(F)(F)F)c1

Two entries from above, reformatted.
| molecule | RMI-FANCM inh |
| --- | --- |
| Cc1cc2ncc(C3=NNC(O)(C(F)(F)F)C3)c(C)n2n1 (stereo not given) | 58 |
| O=c1[nH][nH]c(=S)n1-c1cccc(C(F)(F)F)c1 | 55 |

Next results:
RMI-FANCM inh	structure
71	CCn1c(C)cc(C2NCCc3cc(O)c(O)cc32)c1C (stereo not given)
53	Nc1ccc(C(=O)N2CCCCC2)cc1
61	CCOc1ccc(OCCNC(=O)c2ccc(Cl)cc2)cc1
52	FC(F)(F)Oc1ccc(C2c3ccsc3CCN2Cc2ccc[nH]2)cc1 (stereo not given)
76	O=C(Nc1cccnc1)c1ccc(CNS(=O)(=O)c2cccc(C(F)(F)F)c2)cc1
53	CN1CCN(C(=O)c2cccc3c2OC(C)(C)C3)CC1
66	Cc1cc(C)n(CCc2nc(-c3ccc(Cl)cc3)no2)n1
69	Cc1cc(-c2nnc(NC(=O)C3CCCN(S(=O)(=O)c4ccc(F)cc4)C3)o2)nn1C (stereo not given)
84	COc1cccc(-c2ccc(=O)n(Cc3nc(-c4ccccc4Br)no3)n2)c1
70	CCn1c(=NC(=O)c2ccn(C)n2)sc2c(C)ccc(OC)c21
